Assay outcomes (PubChem BioAssay)
TSHR antagonist: human thyrotropin receptor antagonism | P16473 | TSHR-expressing cells, TSH-stimulated cAMP HTRF, 2 h; hits give low values | activity change, negative = inhibition, % at 11.5 µM | hit rate 0.2% among 330,000 | AID 504810;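 active = activity change below a set negative limit, meaning inhibition stronger than a set level, cut at about -70% in these data; inconclusive = activity change between two set negative limits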; note: % is set by controls: 0 for no effect and ±100 for the full control effect
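Read-out is FRET at 665 nm (cryptate excitation 337 nm) from a cryptate-tagged anti-cAMP antibody, competed by cell cAMP against cAMP-d2. Compounds are tested on freshly harvested TSHR cells challenged with 4nM TSH (EC80) for 2 hours at 37 deg C.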
PKM2 activator: activators of human pyruvate kinase M2; P14618; hit rate 0.34% among 260,000; Potency, µM (highest dose often 57.5 µM), for the others: at the highest dose activation, actives largely listed as activators; purified PKM2, Kinase-Glo ATP luminescence, activation; response scale: 0% is enzyme alone, no compound; AID 1631; note: potency is the fitted concentration of half-maximal effect; % is set by controls: 0 for no effect and ±100 for the full control effect; nearly all actives have a fitted effect of over 55% in size
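Kinase-Glo luminescence reports ATP generated from ADP (0.1 mM) and PEP (0.5 mM) by purified hPK-M2 after 1 h at room temperature, pH 7.2 imidazole buffer; intermediate enzyme activity allows detecting inhibitors and activators.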
S-ASM inh: blocks human secretory acid sphingomyelinase; P17405; placental ASM, HMU-PC fluorogenic substrate, 60 min; Potency, µM (highest dose often 57.5 µM), inactives show at the top dose activity change, negative = inhibition, most hits filed as inhibitors; hit rate 0.006% among 340,000; AID 504937; note: potency is the fitted concentration of half-maximal effect
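Fluorogenic HMU-PC substrate (9 uM final) is turned over by placental ASM in 60 min at 37 C after a 10 min compound preincubation. Reaction ended by alkaline stop (pH 10), with fluorescence read at 386/447 nm.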
KCNH2 WT inh: KCNH2 (human, wildtype) channel inhibition; AID 720551; hit rate 0.37% among 340,000; U2OS, BacMam KCNH2, thallium flux FluxOr; hits give low values; activity change, % at 1.84 µM;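 active = maximum activity change below -70%; inconclusive = maximum activity change between -70% and -50%; inactive = maximum activity change above -50%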; note: % is set by controls: 0 for no effect and ±100 for the full control effect
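U2OS cells transduced with wild-type KCNH2 virus are loaded with FluxOr dye for 45 min, and thallium flux is measured in kinetic reads before and after stimulation buffer. Rate constants are normalized to DMSO controls.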
MBNL1-CUG inh: blocks human MBNL1 binding to CUG repeat RNA; AID 2675; Q9NR56; Potency, µM (highest dose often 57.5 µM), for the others: at the highest dose activity change, negative = inhibition, hits mostly inhibitors; TR-FRET MBNL1-His/biotin-(CUG)12 binding, 665/545 ratio; hit rate 0.036% among 280,000; active = well fitted inhibition curve with a large enough effect in the signal ratio, with a control signal flat, not every such curve was filed as active; inconclusive = small, poorly fitted or top-dose-only effect, or effect the other way, or a change in a side signal; inactive = no such curve, though single readings can be large or run the other way; the % refers to the signal ratio; note: potency is the fitted concentration of half-maximal effect; % is set by controls: 0 for no effect and ±100 for the full control effect
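Inhibition of protein-RNA binding appears as loss of TR-FRET between terbium anti-His antibody on MBNL1-His and streptavidin-XL665 on biotin-(CUG)12. Activity is normalized to buffer-only and uninhibited-complex controls.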
Chronic BCR inh: blocks chronic active B-cell receptor signaling. ABC-DLBCL IkBa-CBG/CBR reporter, luminescence ratio, 4 h. AID 493014. Potency, µM (titrated, usually from 46.1 µM), without a hit: top-dose ratio change, negative = lower green/red ratio, most hits filed as inhibitors. hit rate 0.05% among 340,000; active = well fitted inhibition curve with a large enough effect in the signal ratio, with a control signal flat, not every such curve was filed as active; inconclusive = small, poorly fitted or top-dose-only effect, or effect the other way, or a change in a side signal; the % refers to the signal ratio;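 note: potency is the fitted concentration of half-maximal effect; plate controls were basal doxycycline-induced cells for no effect and cells given 10 µM MG132 for full effect; MG132 reads +100%, hits lower the ratio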
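Compounds up to 46 uM were incubated four hours with TMD8 cells whose green CBG68 luciferase is fused to IkappaBalpha; red CBR luminescence normalised the signal, and concentration-effect curves were fitted to fusion, red and ratio data.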
Mito fusion act: mitochondrial division inhibition or fusion activation | S. cerevisiae fusion-defective mutant growth rescue, CellTiterGlo 48 h | Potency, µM (titrated, usually from 46.1 µM), for the others: top-dose growth rescue (activation), actives largely listed as activators | hit rate 0.23% among 320,000 | AID 485298;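 note: potency is the fitted concentration of half-maximal effect; % of control where 0% means no effect; nearly all actives have a fitted effect of over 45% in size; temperature-sensitive fusion mutants such as fzo1-1 at 37 °C on non-fermentable ethanol glycerol medium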
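Growth-rescue viability read-out: after 48 h at the non-permissive 37C in glycerol/ethanol YPEG, yeast mitochondrial fusion mutants are measured by CellTiterGlo luminescence; compounds (23 nl pinned per well) restoring growth score as division inhibitors or fusion activators.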
USP2a block: inhibitors of human ubiquitin-specific protease USP2a | O75604 | USP2 core, Ub-CHOP2 coupled fluorogenic reporter, 485/531 | Potency, µM (top dose mostly 38.3 µM), for inactives: at the top dose activity change, negative = inhibition, most hits filed as inhibitors | hit rate 0.01% among 330,000 | AID 463254;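 note: potency is the fitted concentration of half-maximal effect; plate controls were DMSO wells for no effect and full inhibition by NEM control for full effect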
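Deubiquitinase activity read as fluorescence (485/531 nm) after Ub-CHOP2 cleavage activates the enterokinase reporter on its substrate; USP2 core 10nM, Ub-CHOP2 and substrate 25nM each, 30min compound preincubation then 60min RT; data normalized to NEM, curves fitted.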
Eya2 phos inh: Eya2 (human) phosphatase inhibition | recombinant Eya2, OMFP fluorescence dephosphorylation (OMFP is methylfluorescein phosphate) | hit rate 0.006% among 330,000 | O00167 | Potency, µM (titrated, usually from 76.9 µM), for the others: at the highest dose activity, negative = inhibition, most hits filed as inhibitors | AID 488837; note: potency is the fitted concentration of half-maximal effect; % is set by controls: 0 for no effect and ±100 for the full control effect
Target sequence (O00167 whole entry, looked up): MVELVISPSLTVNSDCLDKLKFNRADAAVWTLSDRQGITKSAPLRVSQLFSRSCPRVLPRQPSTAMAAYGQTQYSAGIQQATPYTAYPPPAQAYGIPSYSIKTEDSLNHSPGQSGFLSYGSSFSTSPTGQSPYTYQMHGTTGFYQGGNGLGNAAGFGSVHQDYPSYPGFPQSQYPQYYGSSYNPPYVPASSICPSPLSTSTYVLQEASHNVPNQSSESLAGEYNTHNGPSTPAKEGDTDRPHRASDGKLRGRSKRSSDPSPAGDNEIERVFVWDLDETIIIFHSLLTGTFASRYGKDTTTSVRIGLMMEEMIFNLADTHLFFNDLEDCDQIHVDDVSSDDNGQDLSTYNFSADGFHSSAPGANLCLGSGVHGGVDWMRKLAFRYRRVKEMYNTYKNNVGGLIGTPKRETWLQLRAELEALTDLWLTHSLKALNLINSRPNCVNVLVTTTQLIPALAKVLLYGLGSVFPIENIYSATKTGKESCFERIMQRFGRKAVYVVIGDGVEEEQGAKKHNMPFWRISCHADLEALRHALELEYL
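Eya2 (0.2 uM) preincubated 10 min at ambient with compound, then OMFP substrate added at 50 uM; 10 min reaction in 50 mM HEPES pH 7.5, 50 mM NaCl, 5 uM MgCl2, 0.05% BSA, 1 mM DTT. Fluorescence read at Ex 485/Em 525 nm.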
Menin-MLL TR inh: menin-MLL binding inhibition, Texas Red mutant peptide | O00255 | Menin + Texas Red MLL mutant peptide, fluorescence polarization | Potency, µM (titrated, usually from 61.6 µM), inactives show at the highest dose FP activity change, negative = inhibition, usual class: inhibitors | hit rate 0.23% among 270,000; active = well fitted inhibition curve with a large enough effect in the polarisation, with a control signal flat, not every such curve was filed as active; inconclusive = small, poorly fitted or top-dose-only effect, or effect the other way, or a change in a side signal; inactive = no such curve, though single readings can be large or run the other way; the % refers to the polarisation; note: potency is the fitted concentration of half-maximal effect; % of control where 0% means no effect; many of its hits are not listed in these tables
Target sequence (O00255 whole entry, looked up): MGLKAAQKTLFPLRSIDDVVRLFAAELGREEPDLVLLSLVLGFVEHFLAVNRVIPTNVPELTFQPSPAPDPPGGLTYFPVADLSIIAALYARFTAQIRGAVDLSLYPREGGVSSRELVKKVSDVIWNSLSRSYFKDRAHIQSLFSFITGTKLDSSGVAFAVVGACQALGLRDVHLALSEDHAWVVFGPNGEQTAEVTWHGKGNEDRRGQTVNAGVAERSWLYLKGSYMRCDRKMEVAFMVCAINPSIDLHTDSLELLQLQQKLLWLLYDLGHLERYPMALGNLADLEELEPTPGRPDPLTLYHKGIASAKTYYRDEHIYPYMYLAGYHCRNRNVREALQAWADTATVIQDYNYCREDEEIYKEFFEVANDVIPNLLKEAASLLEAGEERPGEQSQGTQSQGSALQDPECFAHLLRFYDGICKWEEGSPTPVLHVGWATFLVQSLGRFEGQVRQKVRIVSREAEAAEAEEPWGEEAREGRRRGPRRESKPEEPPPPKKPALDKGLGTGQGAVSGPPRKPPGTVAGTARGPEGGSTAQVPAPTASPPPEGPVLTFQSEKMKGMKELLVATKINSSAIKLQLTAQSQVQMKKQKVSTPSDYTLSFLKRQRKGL
GALK inh: blocks human galactokinase activity | Potency, µM (doses to about 57.5 µM), for the others: at the highest dose activity change, negative = inhibition, most hits filed as inhibitors | hit rate 0.007% among 270,000 | AID 1868 | Purified GALK, Kinase-Glo residual ATP luminescence; note: potency is the fitted concentration of half-maximal effect; % is set by controls: 0 for no effect and ±100 for the full control effect
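The enzyme phosphorylates galactose (100 uM) using ATP (35 uM); inhibition is detected as higher residual ATP, quantified by bioluminescence after 1 h reaction at room temperature, pH 8.0.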
An asterisk follows results filed as active; ? = inconclusive; . = not tested or not shown; [ ] = dose if it differs, or a comment. Unless noted, calls come from the whole dose curve; as a rule, active = well fitted curve in the direction sought with a large enough effect; inconclusive = small, poorly fitted or top-dose-only effect, or another doubt; inactive = no such curve, though single readings can be large; an effect the other way counts as inactive or inconclusive. The list is partial. The share of hits here may be higher or lower than overall.

The line under a structure holds: TSHR antagonist, PKM2 activator, S-ASM inh, KCNH2 WT inh, MBNL1-CUG inh, Chronic BCR inh, Mito fusion act, USP2a block, Eya2 phos inh, Menin-MLL TR inh, GALK inh
O=C(NCc1cccs1)C1CC(O)CN1C(=O)Nc1ccccc1 (configuration not stated)
  5, 8%, 1%, -6, -1%, -2%, -4%, 0%, 7%, 0%, 8%
COc1cc(NC(=O)c2ccc(C)cc2)c(OC)cc1NC(=O)CN1CCCCC1
  5, 0%, -2%, -4, -25%, 24%, 9%, -6%, -14%, 12%, 1%
COC(=O)C1=C(C)NC(=O)/C1=C\c1cc(C)n(-c2ccccc2C)c1C
  -3, 11%, -29%, -16, 16%, -4%, -1%, 2%, 20%, -1%, 1%
COc1ccc(N2CC(C(=O)OCC(=O)Nc3ccccc3C)CC2=O)cc1 (configuration not stated)
  -12, 10%, 1%, 4, -6%, -16%, -1%, -1%, -13%, -29%, 4%
C[C@H](CO)N1C[C@H](C)[C@@H](CN(C)C(=O)NC2CCCCC2)Oc2c(NC(=O)Nc3ccccc3)cccc2C1=O
  7, ., -7%, 14, ., -2%, ., -1%, -2%, ., .
CCCCCCSc1nsc(NC(=O)CCC)n1
  -26, -2%, 3%, -8, -1%, ?, 17%, 4%, 7%, 25%, -2%
O=C(NCCCN1CCOCC1)C(=O)N/N=C/c1c2ccccc2cc2ccccc12
  0, 4%, 7%, 2, 35%[activator], -1%, 1%, 18%, 10%, -2%, 1%
Fc1ccc(Cn2nnnc2CN2CCc3ccccc3C2)cc1
  -4, -4%, -2%, -10, 2%, ?, 18%, -1%, -4%, 5%, -4%
COc1cc(/C=C2\SC(=S)N(Nc3ccccc3)C2=O)cc(OC)c1OC
  -8, 3%, ?, -4, 5%, ?, -3%, -3%, -3%, 8%, 3%
O=C(O)CNS(=O)(=O)c1ccc(-c2ccccc2)cc1
  1, -1%, ., ., 5%, -2%, 1%, 2%, 24%, 1%, 1%
Cc1nc(SCc2c(F)cccc2Cl)n[nH]1
  1, 0%, 6%, -15, 4%, 7%, 4%, 3%, 2%, 9%, -1%
CCC1=Nc2cc(C(=O)NCCCOC(C)C)ccc2Sc2ccccc21
  12, -3%, -2%, -1, 2%, ?, 4%, -5%, -17%, -6%, 0%
O=C(NCC1CCCO1)Nc1cccc(Cl)c1 (configuration not stated)
  -1, -2%, 3%, 1, 7%, 3%, -3%, 1%, -12%, -6%, 0%
COc1cccc(C(=O)N(Cc2ccc3c(c2)OCO3)Cc2nc3ccccc3c(=O)[nH]2)c1
  -5, 4%, 2%, -2, 9%, 0%, 6%, -1%, 0%, 2%, -1%
Cc1ccc(S(=O)(=O)Nc2cccc(C(=O)NCC(c3ccccc3)N(C)C)c2)cc1F (configuration not stated)
  15, ., 8%, 20, ., -1%, 11%, 0%, 2%, ., .

(more compounds)
The line under a structure holds: TSHR antagonist, PKM2 activator, S-ASM inh, KCNH2 WT inh, MBNL1-CUG inh, Chronic BCR inh, Mito fusion act, USP2a block, Eya2 phos inh, Menin-MLL TR inh, GALK inh
O=C(CCNC(=O)Cn1ccc2ccccc2c1=O)NCCN1CCc2ccccc2C1
  -3, -20%, 14%, -3, 9%, ?, -3%, -1%, 23%, 13%, 1%
Cc1ccc(C(=O)Cn2nnc(-c3cccs3)n2)cc1
  2, 0%, -2%, -6, -5%, 9%, -1%, 0%, -5%, ., -2%
CCc1nnc(NC(=O)CSc2nc3[nH]ncc3c(=O)[nH]2)s1
  4, 6%, -1%, 5, -12%, 2%, -4%, 3%, 11%, 3%, 0%
Oc1ccccc1N=Nc1nc(-c2ccccc2)c(-c2ccccc2)[nH]1
  -2, -4%, ?, -25, ?, ?, -13%, -7%, -7%, ?, 0%
Cn1cc(Cl)c(C(=O)NC2CCCC2)n1
  -4, 2%, 34%[activator], 0, 1%, -7%, -3%, 3%, -2%, 1%, -1%
CCN(CC)S(=O)(=O)c1cc(NC(=O)C(C)N2CCc3ccccc32)ccc1C (configuration not stated)
  -5, -4%, -6%, -9, -2%, 1%, 24%, 1%, -3%, 2%, -1%
O=C1C(Br)=Cc2cccc3cccc1c23
  -8, 2%, -3%, -13, ?, -8%, -16%, 23%, -16%, 42%[activator], -1%
CCn1cnc2c([N+](=O)[O-])c(NS(=O)(=O)c3ccc(C)cc3)ccc21
  -14, ., 0%, -3, ., 1%, 2%, 0%, -14%, ., .
CC(C)OCCCNc1ccc(N2C(=O)CCCC2=O)cc1[N+](=O)[O-]
  -2, ., -5%, 3, ?, ?, -26%, -1%, -6%, 1%, .
CCN(c1ccccc1)S(=O)(=O)c1ccc(C(C(=O)OC)C(=O)OC)c([N+](=O)[O-])c1
  -4, ?, -3%, 3, ?, 0%, 8%, -1%, 0%, -9%, 4%
O=c1oc(CCO)cc2ccccc12
  6, ., 8%, -12, ., 3%, ., 0%, 0%, ., .
CCCCc1nnc(NC(=O)c2oc3ccccc3c2C)s1
  -3, ., -5%, 2, ., ?, ?, 0%, 15%, ., .
CCCOc1cccc(C(=O)NCCCNC(=O)c2cccnc2)c1
  -1, -1%, 0%, -1, 6%, 0%, -1%, 0%, 0%, 4%, 6%
CCOc1ccccc1-n1nnnc1SC(C)C(=O)OC (configuration not stated)
  -4, 3%, 4%, -13, 7%, 0%, 4%, -1%, 2%, -2%, -3%
COC(=O)C(C)Sc1nnc(Cc2cc(=O)[nH]c(=O)[nH]2)n1-c1ccc(OC)cc1 (configuration not stated)
  -5, 1%, 7%, -6, 4%, 3%, -2%, -1%, -7%, 1%[11.7 µM], 2%

Later entries.
The line under a structure holds: TSHR antagonist, PKM2 activator, S-ASM inh, KCNH2 WT inh, MBNL1-CUG inh, Chronic BCR inh, Mito fusion act, USP2a block, Eya2 phos inh, Menin-MLL TR inh, GALK inh
CC(Oc1ccccc1)C(=O)Nc1ccc(C(N)=O)cc1 (configuration not stated)
  -4, -7%, -5%, 3, -6%, 3%, 4%, 2%, 4%, -5%, -1%
CC1CC(C)CN(CCCNC(=O)CC2Oc3ccccc3NC2=O)C1 (configuration not stated)
  2, -19%, -1%, -10, 1%, -12%, 1%, 4%, -16%, 5%, 0%
O=C(CS(=O)(=O)Cc1ccccc1)N1CCc2ccccc21
  -1, 12%, -2%, -8, -5%, ?, 6%, 0%, 3%, -1%, 1%
COc1ccccc1NC(=S)N/N=C/c1cccc(C)c1
  1, -7%, -8%, -28, -6%, ?, -1%, 2%, -8%, 9%, 2%
O=C(CCc1ccccc1)Nc1cccc([N+](=O)[O-])c1
  5, -13%, 0%, 4, ?, -10%, -4%, -3%, -17%, 15%, 7%
COc1ccccc1CNC(=O)N1CCN(c2ccccc2)CC1
  -5, 1%, -23%, 2, 1%, -18%, 0%, -1%, 17%, 0%, -2%
COc1ccc(C(OC(=O)c2ccco2)C(=O)NC2CCCCC2)cc1OC (configuration not stated)
  2, -7%, 8%, 2, -9%, -3%, -13%, -1%, 12%, 20%, -2%
Cc1cc(C)nc(NC(=O)c2cccs2)c1
  -10, -8%, 2%, -1, -4%, ?, -1%, 0%, -10%, -13%, 4%

Of the compounds above, these have fluorine:
The line under a structure holds: TSHR antagonist, PKM2 activator, S-ASM inh, KCNH2 WT inh, MBNL1-CUG inh, Chronic BCR inh, Mito fusion act, USP2a block, Eya2 phos inh, Menin-MLL TR inh, GALK inh
Fc1ccc(Cn2nnnc2CN2CCc3ccccc3C2)cc1
  -4, -4%, -2%, -10, 2%, ?, 18%, -1%, -4%, 5%, -4%
Cc1nc(SCc2c(F)cccc2Cl)n[nH]1
  1, 0%, 6%, -15, 4%, 7%, 4%, 3%, 2%, 9%, -1%
Cc1ccc(S(=O)(=O)Nc2cccc(C(=O)NCC(c3ccccc3)N(C)C)c2)cc1F (configuration not stated)
  15, ., 8%, 20, ., -1%, 11%, 0%, 2%, ., .
